From PubChem
TNF death inh: inhibitors of TNF-alpha triggered necroptosis, primary screen, cell-based, Jurkat FADD-/-, single concentration | Jurkat FADD-/- TNF necroptosis rescue, ATP luminescence, 24 h; 0 = TNF only, 100 = no-TNF cells | activation (protection from cell death), % at 10 µM | 0.068% of 220,000 active;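 active means activation, meaning protection from cell death, of at least 50% relative to plate controls; inactive means activation below 50%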;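 further: necroptosis triggered by 40 ng/mL TNF-alpha added together with compound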
zVAD death inh: inhibitors of zVAD-triggered necroptosis, primary screen, L929 cells. L929 zVAD necroptosis rescue, ATP luminescence, 24 h; with zVAD 60 µM. viability rescue, % at 10 µM. 0.38% of 220,000 active. AID 1377, 2008;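 active means activation, scaled between plate controls, above about 75%, limit read from the data; inactive means activation under that limit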;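 further: 0% = zVAD with DMSO and 100% = DMSO alone without zVAD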
Runt-SMMHC FRET: inhibitors of RUNX1 Runt–CBFb-SMMHC binding, primary screen, biochemical, FRET, Cerulean-Runt, Venus-CBFb-SMMHC, uHTS; AID 1434, 2008; Cerulean-Runt/Venus-CBFb-SMMHC FRET ratio 530/480, 1 h; Runt-related transcription factor 1 (Homo sapiens) + Core-binding factor subunit beta …; inhibition, % at 20 µM; 0.74% of 220,000 active;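 active means mean inhibition across duplicate retests at 20 µM reaching about 50%, limit read from the data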;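 further: 0% = DMSO wells and 100% = wells with excess untagged CBFb-SMMHC; inhibitors lower the FRET ratio by blocking Runt binding to CBFb-SMMHC; some results filed as inactive read as strong as hits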
Runt-CBFb FRET: inhibitors of RUNX1 Runt–CBFb binding, primary screen, biochemical, FRET, Cerulean-Runt, Venus-CBFb, uHTS. Runt-related transcription factor 1 (Homo sapiens) + Core-binding factor subunit beta …. Cerulean-Runt/Venus-CBFb FRET ratio 530/480, 1 h. inhibition, % at 20 µM. 0.46% of 220,000 active. AID 1496, 2009;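 active means inhibition over about 50% at 20 µM in the single-dose screen, limit read from the data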;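 further: 0% = DMSO wells and 100% = excess unlabeled CBFb competitor control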
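test system = Cerulean-Runt domain fusion protein, energy donor | probe or stimulus = Venus-CBFb binding partner, 100 nM | incubation = two 1 h room-temperature incubations shielded from light | detection = fluorescence energy transfer, 422 nm excitation, 530/480 nm emission | measure = loss of energy transfer signal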
Hck Nef HTS: inhibitors of Nef-activated human Hck kinase, primary screen, biochemical, Z-Lyte FRET, 384-well, Hck-YEEI; Tyrosine-protein kinase HCK (Homo sapiens), P08631; Recombinant Hck-YEEI plus Nef, Z-Lyte FRET kinase assay; inhibition, % at 20 µM; 0.68% of 220,000 active;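 active means Hck-Nef kinase inhibition above about 50%, limit read from the data; inactive means inhibition below that limit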;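 further: 0% = DMSO with Hck plus Nef and 100% = Hck alone without Nef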
Target sequence (P08631 whole entry, looked up): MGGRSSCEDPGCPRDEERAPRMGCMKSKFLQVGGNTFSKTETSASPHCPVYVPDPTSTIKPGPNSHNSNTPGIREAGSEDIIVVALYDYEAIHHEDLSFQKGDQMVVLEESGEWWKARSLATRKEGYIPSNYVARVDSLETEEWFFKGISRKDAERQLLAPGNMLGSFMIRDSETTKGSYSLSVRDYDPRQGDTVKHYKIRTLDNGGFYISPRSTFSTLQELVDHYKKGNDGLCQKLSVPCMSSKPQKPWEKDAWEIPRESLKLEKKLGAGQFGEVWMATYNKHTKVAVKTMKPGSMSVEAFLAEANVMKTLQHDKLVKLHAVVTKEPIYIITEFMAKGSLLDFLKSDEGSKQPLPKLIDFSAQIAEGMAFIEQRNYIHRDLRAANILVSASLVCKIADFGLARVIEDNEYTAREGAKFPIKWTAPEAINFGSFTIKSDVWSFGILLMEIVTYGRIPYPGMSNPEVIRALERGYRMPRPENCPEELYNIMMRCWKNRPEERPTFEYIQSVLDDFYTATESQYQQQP
RBBP9 inhibitor: human RBBP9 inhibitors, primary screen, biochemical, fluorescence polarization, FP-Rh probe, HTS. recombinant RBBP9. inhibition, % at 7.94 µM. 0.2% of 220,000 active;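 active means inhibition above the campaign mean of all tested compounds plus 3 SD, cut at about 14% in these data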;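 further: plate controls were DMSO wells with RBBP9 for no effect and wells lacking RBBP9 protein for full effect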
Target sequence (O75884 whole entry, looked up): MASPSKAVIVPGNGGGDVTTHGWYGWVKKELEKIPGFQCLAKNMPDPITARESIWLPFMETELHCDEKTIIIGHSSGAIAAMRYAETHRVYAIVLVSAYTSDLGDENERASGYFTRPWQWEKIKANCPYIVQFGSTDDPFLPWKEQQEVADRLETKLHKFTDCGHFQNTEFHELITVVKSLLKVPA
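Measured by – fluorescence polarization · Test system – RBBP9 protein · Input – 2.5 µM RBBP9 dispensing solution, before mixing · Measure – percent inhibition from mP, scaled between DMSO and no-protein wells · Benchmarks – DMSO-treated enzyme wells and wells lacking RBBP9 · Times – preincubation 30 min plus labeling 45 min at 25 °C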
EP2 antag: human EP2 receptor antagonists, primary screen, TR-FRET cAMP, C6 glioma cells; Prostaglandin E2 receptor EP2 subtype (Homo sapiens), P43116; C6 glioma cells expressing human EP2; cells stimulated with saturating PGE2; inhibition, % at 25 µM; 0.52% of 260,000 active;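 active means percent inhibition above 40 after rounding to a whole number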;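 further: rat C6 glioma host cells with rolipram phosphodiesterase inhibitor present; the protocol text gives 20 µM as final concentration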
Target sequence (P43116 whole entry, looked up): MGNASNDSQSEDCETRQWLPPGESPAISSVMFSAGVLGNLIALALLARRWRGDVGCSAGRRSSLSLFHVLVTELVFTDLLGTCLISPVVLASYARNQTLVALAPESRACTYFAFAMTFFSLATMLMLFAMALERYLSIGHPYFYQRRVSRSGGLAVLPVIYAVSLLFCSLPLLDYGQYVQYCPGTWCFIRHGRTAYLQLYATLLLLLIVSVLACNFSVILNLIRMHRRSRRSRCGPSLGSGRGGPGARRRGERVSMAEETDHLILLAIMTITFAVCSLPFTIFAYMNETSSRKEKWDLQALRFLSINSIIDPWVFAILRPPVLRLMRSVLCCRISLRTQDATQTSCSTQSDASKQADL
PERK inhibitor: block of dimerizer-induced PERK translation repression, primary screen, PERK inhibitor project, CHO PERK-DD cells, SEAP luminescence, HTS; AID 1416, 2008; Eukaryotic translation initiation factor 2-alpha kinase 3 (Homo sapiens), Q9NZJ5; CHO PERK-DD fusion, SEAP luminescence translation reporter; inhibition, % at 5.6 µM; 0.17% of 220,000 active;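 active means inhibition above the mean inhibition of all tested compounds plus 3 SD, set separately per screening campaign, cut at about 2.9% in these data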;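 further: PERK kinase domain activated by AP20187 dimerizer at 100 nM; 0% = DMSO with dimerizer and 100% = rapamycin at 8.4 µM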
EP2 modulator: EP2 receptor modulators, cAMP readout, primary screen, cell-based, HTRF cAMP, PGE2 stimulation; Prostaglandin E2 receptor EP2 subtype (Homo sapiens), P43116; EP2-expressing cells, cAMP HTRF FRET, PGE2 co-stimulation; induction, % at 25 µM; 0.83% of 260,000 active; AID 940, 2007;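 active means compounds whose cAMP rise, as percent of the full-agonist control response, exceeds 60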;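 further: rat C6 glioma line stably carrying human EP2 under a CMV promoter; the protocol text gives 20 µM as final concentration; 100% = response of wells given 1 µM PGE2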
* marks the source's active call; other numbers are inactive results; x = not tested or not shown; & = joins results of further samples. This is a subset. The share of hits here may be higher or lower than overall.

SMILES	TNF death inh	zVAD death inh	Runt-SMMHC FRET	Runt-CBFb FRET	Hck Nef HTS	RBBP9 inhibitor	EP2 antag	PERK inhibitor	EP2 modulator
COc1ccc(CC(=O)NCC2(c3ccc(OC)c(OC)c3)CCCC2)cc1	1.1	-0.7	2	-1	14	-9	2	0.5	5
O=C1[C@@H]2[C@@H]3C[C@@H]([C@H]4ON=C(c5ccc(OCc6ccccc6)cc5)[C@@H]34)[C@@H]2C(=O)N1c1ccc2c(c1)OCO2	3.8	0.5	0	1	1	-1	4	0.8	-2
Cc1ccc(C(=O)Nc2nc(N)n(-c3ccccc3)n2)cc1	-3.9	0.5	0	2	8	-6	18	0.7	7
O=C(NC1CCCC1)c1ccc(CS(=O)(=O)c2ccc(Br)cc2)o1	0.9	1.0	1	0	0	-8	5	0.5	15
COc1ccc(C(=O)N/C(=C\c2ccc([N+](=O)[O-])cc2)C(=O)NC(CCSC)C(=O)O)cc1 (stereo not given)	0.3	3.2	-38	-18	19	-5	6	0.7	7
Cc1nc([N+](=O)[O-])cn1CC(=O)Nc1ccc2c(c1)OCO2	-1.5	2.0	-2	1	-19	-7	6&10	0.7	5&12
CCCc1nn(C)c(C(=O)Nc2ccc3ccccc3c2)c1Cl	0.6	0.7	-6	-5	1	-4	3	0.6	-54
CC(=O)c1c(C)[nH]c(C(=O)OC(C)C(=O)Nc2cc(S(=O)(=O)N3CCCCC3)ccc2Cl)c1C (stereo not given)	3.7	1.2	-3	-2	4	-8	5	-0.1	8
Cc1ccc(C2(c3noc(CN(C)CCO)n3)CCCC2)cc1	-1.2	-0.1	2	-1	6	-11	1	1.6	23
O=[N+]([O-])c1cc(S(=O)(=O)N2CCCC2)ccc1N/N=C/c1ccccn1	1.5	-0.4	0	-4	7	-1	6	1.1	4
Cc1ccc(-n2c(SCC(=O)NCc3ccco3)nc3nc4c(cc3c2=O)COC(C)(C)C4)cc1	-2.3	-1.4	2	3	7	4	6	-0.2	14
COc1ccc(OC(C)C(=O)N2CCOCC2)cc1 (stereo not given)	-0.4	-0.6	-4	1	-13	-3	18	0.0	12
Cc1cc(C(=O)CN2C(=O)NC3(CCCc4ccccc43)C2=O)c(C)n1Cc1ccco1 (stereo not given)	1.9	0.7	-1	-1	11	-2	0	0.0	6
O=C(Nc1nnc(CCN2CCCCC2)s1)c1ccc(Cl)cc1Cl	1.1	0.1	-1	-1	-5	-3	4	0.1	13
COC(=O)Nc1cc(C)nc2ccccc12	-0.1	0.0	-1	0	0	-3	12	0.9	2
Cc1csc(NC(=O)c2ccccc2[N+](=O)[O-])n1	0.7	0.5	-5	0	1	-10	5	-0.2	18
Cc1nnc(SCC(=O)N2CCN(C(=O)c3ccco3)CC2)n1-c1ccccc1	0.0	1.4	-4	0	19	-7	4	0.0	-5
C/C(=N\NC(=O)c1ccc(-c2ccccc2)cc1)C1C(=O)c2ccccc2C1=O	1.0	3.1	-1	-4	40	3	8	1.3	-74
COc1ccc(C/C(C)=N/NC(=S)Nc2ccccc2)cc1	0.3	0.7	14	10	4	0	4	0.0	2
Cc1ccc(-c2csc3nc(C)n(-n4c(C)ccc4C)c(=O)c23)o1	0.1	17	12	18	2	-4	8	-0.1	19

The last 2 compounds of the part above lead into the next.
SMILES	TNF death inh	zVAD death inh	Runt-SMMHC FRET	Runt-CBFb FRET	Hck Nef HTS	RBBP9 inhibitor	EP2 antag	PERK inhibitor	EP2 modulator
COc1ccc(C/C(C)=N/NC(=S)Nc2ccccc2)cc1	0.3	0.7	14	10	4	0	4	0.0	2
Cc1ccc(-c2csc3nc(C)n(-n4c(C)ccc4C)c(=O)c23)o1	0.1	17	12	18	2	-4	8	-0.1	19
O=C(O[C@@H]1OC2COC(=O)c3cc(O)c(O)c(O)c3-c3c(cc(O)c(O)c3O)C(=O)O[C@@H]([C@H]1O)[C@@H]2O)c1cc(O)c(O)c(O)c1	-0.8	2.4	42	57*	38	19*	4	1.6	31
Cc1ccc(C(=O)N/C(=C\c2ccc(-c3ccc(Br)cc3)o2)C(=O)NCCCN(C)C)cc1	-17	-4.0	3	-1	25	-4	8	0.5	-43
COc1ccc(OC)c(NC(=O)[C@H]2CC=CC[C@H]2C(=O)O)c1	-0.2	0.1	-2	2	2	0	14	0.3	38
COc1cccc(F)c1C(C[N+](=O)[O-])c1c(N)n(C)c(=O)n(C)c1=O (stereo not given)	-26	39	-1	1	18	-5	7	-1.4	38
CC1CCc2nn(CC(=O)Nc3ccc(F)cc3F)cc2C1 (stereo not given)	0.3	0.4	2	0	14	-3	3	1.2	-35
COCCNC(=O)Cn1cc(C(=O)c2ccco2)c2ccccc21	0.2	2.6	0	3	17	-3	12&9	1.2	43&1
COc1ccc(C(=O)[C@H]2[C@H]3C(=O)N(c4ccc(C)cc4)C(=O)[C@H]3C3C=CC=NN32)cc1 (stereo not given in full)	-0.5	0.7	-6	2	7	-8	7	-0.1	-8
COc1ccc(S(=O)(=O)NN(C)c2ncc(C(F)(F)F)cc2Cl)cc1	2.2	5.0	0	1	20	1	11	1.2	32
N#Cc1cc2ccccc2nc1SCc1cccnc1	1.8	2.9	3	1	2	-6	9	0.7	29
COc1ccccc1Cn1cccc1C=O	-0.5	4.4	-4	-1	12	-6	4	-0.5	30
CCN(N=Nc1cccc([N+](=O)[O-])c1)c1cccc([N+](=O)[O-])c1	0.7	0.6	-1	4	0	2	0	0.0	12
CC1=NCCN1S(=O)(=O)c1cccc([N+](=O)[O-])c1	-0.7	0.6	-2	0	2	2	0	0.3	6
CCOC(=O)c1ccccc1NC(=O)Cn1cnc2c(cnn2-c2ccccc2)c1=O	0.6	-0.2	2	-1	1	4	13	1.6	25
COc1ccc(-c2ccc(CCC(=O)O)n2CC2CCCO2)cc1 (stereo not given)	0.1	2.6	75*	32	15	-8	4	0.1	15
Cc1ccc(NCc2nnc(SCC(=O)Nc3ccccc3)n2CC2CCCO2)c(C)c1 (stereo not given)	-5.1	-0.6	0	0	0	0	2	-1.1	9
CCC(C)NC(=O)CNC(=S)N(Cc1ccccc1F)C1CCCCC1 (stereo not given)	-3.9	0.2	-1	-1	2	3	2	-0.4	1
COc1cc(/C=N/NC(=O)C(=O)NCc2cccnc2)cc(OC)c1OC	0.4	-0.5	-4	1	3	4	7	0.5	1
c1ccc(CN(Cc2ccccc2)c2nn[nH]n2)cc1	-0.5	1.9	-4	-1	22	-5	8	-0.5	39
CCCCCc1ccc(OCCCC[n+]2cccc(C)c2)c(CCCCC)c1	-11	4.0	0	-2	26	15*	18	0.6	-35
CC1=CC(=O)C(C(C)=Nc2ccccc2Cl)C(=O)O1 (stereo not given)	-0.2	0.4	0	-1	8	-11	4	0.8	0
CCn1c(SCc2nc3sc(C(=O)O)c(C)c3c(=O)[nH]2)nnc1-c1ccc(Cl)cc1	-1.2	-0.2	-18	-7	16	-5	4	0.9	24
COc1ccccc1Oc1ccc(Oc2ccccc2OC)cc1	-3.6	1.1	-1	-1	1	0	9	0.6	42
Cn1c(=O)c2c(Nc3ccc(F)cc3)cc(=O)n(-c3ccccc3)c2n(C)c1=O	0.3	0.9	-1	1	-4	-2	4	1.3	-13
COc1ccc(C2=NOC3(CC(=O)N(c4ccc(Cl)cc4)C3=O)C2)c(OC)c1 (stereo not given)	-0.6	0.3	2	0	0	-10	9	1.2	8
O=C(COC(=O)Cc1ccc(Cl)cc1)Nc1ccccc1-c1ccccc1	-0.4	0.5	-3	-2	2	3	11	0.7	43
CCN(CCn1cccn1)C(=O)CC1C(=O)NCCN1Cc1ccc(F)c(F)c1 (stereo not given)	1.2	3.3	2	-1	17	1	18	0.3	-8
CC(C)=CCC/C(C)=C/Cc1c(O)ccc(C(=O)/C=C/c2ccc(O)cc2)c1O	-12	0.6	-5	-4	-1	-20	8	0.6	17
O=C1COCCOCCOCCOCC(=O)NCCN1	1.5	1.8	-5	2	22	-4	13&3	-0.2	-23&25
CCN(CC)c1ccc(-c2n[nH]c(=S)n2-c2ccccc2C)cc1	-1.2	0.7	43	24	7	-11	5	0.3	30
COc1ccc(CCNC(=O)Cc2nn(C)c(=O)c3ccccc23)cc1OC	-1.7	-0.2	2	-1	5	2	0	0.1	11
CCC(c1nc2ccccc2c(=O)n1-c1nc2ccccc2s1)N1C(=O)c2ccccc2C1=O (stereo not given)	-0.5	x	4	-2	-1	-9	5	-1.1	27
Cc1c(Cl)c([N+](=O)[O-])nn1CC(=O)Nc1ccc2c(c1)OCO2	-1.0	-1.1	0	-5	0	-11	8	-0.5	0
O=C(O)c1cccnc1Sc1ncnc2sc3c(c12)CCC3	2.9	0.1	-4	2	19	-5	7	2.0	34
CCOc1ccccc1N(CC(=O)O)S(=O)(=O)c1ccc(C)cc1	-1.0	-0.6	0	0	8	5	14	0.5	-2
COc1ccc(C(=O)C[n+]2ccc3c(c2)nc(-c2ccccc2)n3C)cc1	0.0	0.4	3	1	0	1	10	-0.3	-10
O=C(O)CP(=O)(O)O	0.9	0.7	3	-1	-6	-9	8&14&7	0.7	38&-2&42
COc1ccc(OC)c(NC(=S)N2CCN(Cc3ccccc3)CC2)c1	1.9	1.2	-5	3	5	-5	6	-0.3	8
CCOc1cc(-c2nc(C)c(C(C)=O)n2O)ccc1OCC(=O)Nc1ccc(F)cc1	0.7	3.3	6	9	17	-4	21	0.1	-9
COc1cc(NC(=O)c2ccccc2)c(OC)cc1NC(C)=O	0.2	0.1	-4	-2	0	2	8	1.1	3
CC(C)(C)c1ccc(CN2C(=O)CSC2=O)cc1	11	3.2	-1	-1	-8	-7	3	-0.2	39
O=C(CSc1ncc(-c2ccc(F)cc2)[nH]1)NCc1ccco1	-0.3	0.0	1	0	-1	-6	5	0.7	-24
O=C1CCCN1CCCNS(=O)(=O)c1ccc(Br)cc1	0.4	-1.2	2	-1	14	1	6	1.6	-13
Cc1cc(NS(=O)(=O)c2ccccc2)c(C)c(Cl)c1O	x	x	6	8	x	x	5	x	7
